# hDAT+cocaine: changed human dopamine transporter uptake under cocaine IC80. Q01959. 110,000 tested, 1.3% active. B-score at 10 µM. AID 449768. LLC-PK1 hDAT cells, [14C]-dopamine uptake with cocaine IC80; actives deviate in either direction;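 active = Z score or B-score, a plate-position-corrected score, falls beyond the plate's 99.7% confidence bounds, in either direction; inactive = both scores lie inside the 99.7% bounds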;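 note: scored against the spread of the other compound wells on the same plate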
# Target sequence (Q01959 whole entry, looked up): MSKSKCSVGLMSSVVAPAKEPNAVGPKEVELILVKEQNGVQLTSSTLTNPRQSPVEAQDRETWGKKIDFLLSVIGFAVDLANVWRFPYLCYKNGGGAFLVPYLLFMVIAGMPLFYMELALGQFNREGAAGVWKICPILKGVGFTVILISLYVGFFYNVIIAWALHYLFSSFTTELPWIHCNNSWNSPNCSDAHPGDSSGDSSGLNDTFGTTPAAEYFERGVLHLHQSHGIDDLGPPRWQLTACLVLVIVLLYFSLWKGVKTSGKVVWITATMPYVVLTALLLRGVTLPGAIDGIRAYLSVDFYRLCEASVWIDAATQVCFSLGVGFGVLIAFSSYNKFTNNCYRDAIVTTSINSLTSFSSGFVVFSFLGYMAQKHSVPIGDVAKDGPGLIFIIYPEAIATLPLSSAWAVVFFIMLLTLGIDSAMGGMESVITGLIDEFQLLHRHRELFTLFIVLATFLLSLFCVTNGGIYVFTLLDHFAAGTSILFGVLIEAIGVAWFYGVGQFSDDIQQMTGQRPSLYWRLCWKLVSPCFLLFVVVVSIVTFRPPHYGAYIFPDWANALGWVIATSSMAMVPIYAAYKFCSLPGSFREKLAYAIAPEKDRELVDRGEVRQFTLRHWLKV
# * marks the source's active call; other numbers are inactive results; & = joins results of further samples. An excerpt; count on the stated rates, not on these rows.
SMILES,hDAT+cocaine
COc1ccc(C#Cc2c(-c3ccc(OC)cc3)oc3ccc(-c4ccc(OC)cc4)cc23)cc1,-1.7
CC(=O)Nc1ccc(SC[C@H](CC(C)C)N2CCN(CCc3ccccc3)CCC2=O)cc1,1.3
Oc1cccc(O)c1O,0.15
COC(=O)CCc1ccc(OCC(O)CNC(C)C)cc1 (stereo unspecified),-0.43
CC1Oc2cc3oc4c(O)c(O)ccc4c(=O)c3c(O)c2C1(C)C (stereo unspecified),2
CC(C)(C)[C@H]1C=C(C(=O)NCc2ccccc2)O[C@@H](OCc2ccc(CO)cc2)C1,0.84
CCO[C@@H]1OC(C(=O)N2CCN(Cc3ccc4c(c3)OCO4)CC2)=C[C@H](c2cn(C(C)=O)c3ccccc23)[C@H]1CCCO,2.1*
O=C1c2ccccc2S(=O)(=O)c2cc(C(=O)N3CCN(c4ccccc4)CC3)ccc21,1.5
Cn1c(N)c(C(=O)COC(=O)c2cc(C3CC3)nc3ccccc23)c(=O)n(Cc2ccccc2)c1=O,1.5
CCO[C@@H]1OC(C(=O)O)=C[C@H](C)[C@H]1CCCO,-1
COC(=O)C1=C(C)N(Cc2ccccc2)C(=O)N[C@H]1c1ccc(Br)cc1,0.41
C[C@H](NC(=O)c1nc[nH]c1C(=O)N[C@@H](CCCCNC(=O)OC(C)(C)C)C(=O)OC(C)(C)C)C(=O)OC(C)(C)C,1.6
COc1ccc(C(=O)c2c(-c3ccc(OC)cc3)oc3ccc(-c4cc(OC)c(OC)c(OC)c4)cc23)cc1,0.96
CCC[C@@H]1CCCO[C@@](C(=O)NCc2ccccn2)(C(F)(F)F)C1,-0.12
COc1ccccc1CNC(=O)c1cc(-c2ccccc2)nn1CC1CC(c2cccnc2)=NO1 (stereo unspecified),2.5
CC(=O)OCC[N+](C)(C)C,-0.29&0.0067
C/C=C\C(=O)Nc1cccc(C2=NOC3(C2)C[C@H](C(N)=O)N(C(=O)Cc2ccc([N+](=O)[O-])cc2)C3)c1 (stereo partly specified),-0.0098
CCCCC(=O)O[C@H]1CC[C@H]2[C@@H]3CCc4cc(O)ccc4[C@H]3CC[C@]12C,-1.8
O=C(c1ccc(Cl)c(Cl)c1)N1CCC(=O)N(C(COCc2ccc(Cl)cc2)Cc2ccccc2)CC1 (stereo unspecified),-0.36
CCC1(c2ccccc2)C(=O)NCNC1=O,-0.18
COc1nc(-c2ccc3c(c2)OCO3)n(-c2ccc(NC(=O)CSc3ccccc3)cc2)n1,0.45
C#Cc1ccc([C@@H]2C=C(C(=O)NCc3ccccc3)O[C@H](OCC)[C@H]2CCCO)cc1,0.49
Cc1nc2sccn2c(=O)c1CCN1CCC(=C(c2ccccc2)c2ccc(F)cc2)CC1,-3.5*
O=C(NCc1nc2ccccc2[nH]1)C1=C[C@H](C2CC2)C[C@H](OCCCCO)O1,0.062
COCCNc1nc(C)cc(-c2cc(C(=O)NC3CCCC3)on2)n1,-0.022
# (next part)
SMILES,hDAT+cocaine
Nc1nc(SCC(=O)Nc2ccccc2)[nH]c(=O)c1NC(=O)c1cccs1,-0.21
CCN1C(=O)N(S(=O)(=O)c2ccc(C)cc2)[C@@H](c2ccccc2)C(C(=O)OC)=C1C,-0.53
C=C1CCN([C@@H](Cc2ccccc2)C(=O)NCCCc2ccccc2)S(=O)(=O)c2ccccc21,1
COC(=O)c1cccc(C23CC4(C2)[C@H](CN(Cc2cccnc2)[C@@H]4c2ccccc2)C3c2ccccc2)c1 (stereo partly specified),-0.32
CCC(=O)c1ccc(O)c(OC)c1,0.72
CCCCN1CC[C@H]2C=CC[C@@H](C(=O)N3CCN(c4ccccc4)CC3)[C@H]2C1=O,-0.088
COc1cc2c(cc1OC)C(=O)Cc1ccc3c(c1CN(C)CC2)OCO3,-0.088
Cc1ccc(S(=O)(=O)NC(=O)c2ccc(Br)o2)c(C)c1,-0.094
COc1ccc([C@H]2C=C3CN(C(=O)OC(C)(C)C)S(=O)(=O)[C@H]3C[C@H]2OC(=O)c2ccc(C(F)(F)F)cc2)cc1,-0.6
CC(C(O)c1ccc(O)cc1)N1CCC(Cc2ccccc2)CC1 (stereo unspecified),-0.19&-0.0035
CC(C)Cn1c(N)c(C(=O)COC(=O)c2cc(-c3ccccc3)nc3ccccc23)c(=O)n(C)c1=O,2.5*
C[C@H]1CCC[C@]2(O[C@@H](CCO)C[C@H](O)[C@H]2O)O1,-0.4
NC(=O)C1=C[C@@H](c2ccc(Br)cc2)C[C@@H](OCc2ccc(CO)cc2)O1,0.045
Cc1nc(N)c2c(Cc3cccc4ccccc34)nn(C(C)(C)C)c2n1,0.0067
CC(=O)Oc1ccc2c(=O)c(-c3ccccc3)c(C)oc2c1,-2.2
COc1ccc(-c2csc(NCCc3nc4cc(Cl)c(N5CCCCC5)cc4n3CCOCCO)n2)cc1,1.9
O=C(NCCCN1CCOCC1)c1onc(CSc2ccccn2)c1C(=O)NCCCN1CCOCC1,-1.2
COC(=O)[C@@]1(Cc2ccc(OC)cc2)[C@H]2c3cc(C(=O)N4CCCC4)n(Cc4ccc(C)o4)c3C[C@H]2CN1C(=O)c1ccccc1,0.27
CC(C)CC(=O)N[C@H](C(=O)N[C@H](C(=O)N[C@@H](CC(C)C)[C@@H](O)CC(=O)N[C@@H](C)C(=O)N[C@@H](CC(C)C)[C@@H](O)CC(=O)O)C(C)C)C(C)C,-0.82
O=C(NCc1cccc(Br)c1)C1CC(c2cc(C(F)(F)F)cc(C(F)(F)F)c2)=NO1 (stereo unspecified),0.033
COC(=O)c1ccc(-c2ccc([C@H]3[C@H]4C=CC[C@@H](C)[C@@H]4C(=O)N3Cc3ccccc3)c(F)c2)cc1,0.84
O=C1c2c(O)cc(O)cc2O[C@H](c2ccc(O)cc2)[C@H]1O,0.57
CCCNC(=O)c1onc(CSc2ccc(F)c(F)c2)c1C(=O)NCCC,-0.2
COC(C[C@H](O)C[C@@H](O)[C@@H](C)OCc1ccccc1)OC,-1.2
C=CCOC(=O)C1=C[C@@H](c2cn(C(C)=O)c3ccccc23)C[C@@H](OCc2ccc(CO)cc2)O1,1.5
# The listing continues.
SMILES,hDAT+cocaine
CC(C)c1cccc(O)c(=O)c1,1.2
CC1(C)S[C@@H]2[C@H](NC(=O)[C@H](N)c3ccc(O)cc3)C(=O)N2[C@H]1C(=O)O,-0.72
CC#CCN1C(=O)N[C@@H](c2ccccc2)C(C(=O)OC)=C1C,0.13
COc1c(CC=C(C)C)c(O)cc2oc(=O)c3c4ccc(O)cc4oc3c12,0.86
O=C(NC1CC1)C1=C[C@@H](C2CC2)C[C@@H](OCCCCO)O1,-0.028
c1ccc(Nc2nc(N3CCCC3)nc(N3CCOCC3)n2)cc1,-0.0053
Cc1nc2ccccc2c2oc(C(=O)N3CCc4ccccc43)cc12,0.059
CC(C)CCNC(=O)c1onc(CSc2ccccn2)c1C(=O)NCCC(C)C,0.15
C#CCN(C)CCCOc1ccc(Cl)cc1Cl,1.3
C/C=C(/C)C(=O)Nc1cccc(C2=NOC3(C2)C[C@@H](C(N)=O)N(C(=O)c2ccc(OC)cc2)C3)c1 (stereo partly specified),-0.0022
CC1(C)C=Cc2c(ccc(-c3coc4cc(O)ccc4c3=O)c2O)O1,-1.5
COC(=O)c1cc(OC)cc(O)c1C(=O)c1c(O)cc(C)cc1O,1.1
C[n+]1ccccc1/C=N/O,0.99&-0.084
Cc1cc(C)c2sc(NNC(=O)c3ccc(S(=O)(=O)N4CCc5ccccc5C4)cc3)nc2c1,0.03
COC(=O)CCCC1=CC2=C(c3ccccc3)C(=O)C(C)(OC(=O)C3CCCC3)C(=O)C2=CN1Cc1ccc2c(c1)OCO2 (stereo unspecified),0.38
C=CCNC(=S)NCC=C,0.17
CCOC(=O)C1=C(C)N(CCCC(=O)O)C(=O)NC1c1cccc(OC)c1 (stereo unspecified),0.4
Cc1ccc(C(=O)NCCSc2c(C)[nH]c3ccccc23)cc1[N+](=O)[O-],-0.32
CC1(c2nnc(-c3cccc(Cl)c3)o2)CC(c2ccc(Br)cc2)=NO1 (stereo unspecified),-0.79
CCCCC1=CC2=C(c3ccco3)C(=O)C(C)(OC(=O)c3ccc(OC)cc3)C(=O)C2=CN1CCCCO (stereo unspecified),0.16
C[C@]12C=CC(=O)C=C1CC[C@H]1[C@@H]3C[C@@H](O)[C@](O)(C(=O)CO)[C@@]3(C)C[C@H](O)[C@@]12F,1.2
COC(=O)C1N[C@@H]([C@@H](NC(=O)COc2ccccc2)C(=O)NCc2ccc(OC)cc2)SC1(C)C (stereo partly specified),0.56
C[C@@H](CN1C2=NC[C@H](Cc3ccc(O)cc3)N2C[C@H]1Cc1ccc(O)cc1)NC(=O)CCC1CCCCC1,0.21
COCCNc1nc(-c2cc(-c3ccccc3)on2)cc(C(C)C)n1,1.1
O=C1C=C(c2ccc(F)nc2)CCC1,0.44

# Look-ups from the results shown.
# Reading for CC1Oc2cc3oc4c(O)c(O)ccc4c(=O)c3c(O)c2C1(C)C (stereo unspecified) in hDAT+cocaine: 2
# Reading for CC(C)Cn1c(N)c(C(=O)COC(=O)c2cc(-c3ccccc3)nc3ccccc23)c(=O)n(C)c1=O in hDAT+cocaine: 2.5*
# Reading for COC(=O)C1=C(C)N(Cc2ccccc2)C(=O)N[C@H]1c1ccc(Br)cc1 in hDAT+cocaine: 0.41

# More compounds.
SMILES,hDAT+cocaine
COc1cc(-c2cc(=O)c3c(O)c(OC)c(OC)cc3o2)cc(OC)c1O,2.9
NC(=O)CC[C@@H]1NC(=O)[C@H](Cc2ccc(O)cc2)NC(=O)c2cc([N+](=O)[O-])cc(F)c2OCC[C@@H](C(N)=O)NC1=O,-0.69
CC1CCN(c2ccc3c(c2)S(=O)(=O)c2ccccc2C3=O)CC1,-0.063
CS(=O)(=O)N1c2ccccc2[C@]2(Br)C[C@H]3C(=O)N[C@@H](Cc4ccccc4)C(=O)N3[C@H]12,0.71
COc1ccccc1C(=O)OCn1nnc2ccccc2c1=O,0.12
C/C=C\C=C\C(=O)N1CC2(CC(c3cccc(NC(=O)CC(c4ccccc4)c4ccccc4)c3)=NO2)C[C@H]1C(N)=O (stereo partly specified),-1.2
CC(C)NCC(O)COc1ccc(COCCOC(C)C)cc1 (stereo unspecified),0.37
COC(C[C@@H](O)CC(=O)COCc1ccccc1)OC,0.28
C[C@@H](C(=O)N1CCNCC1)n1cc(CCC(=O)O)nn1,-0.038
Cc1ccc2[nH]ccc(=O)c2c1,-0.37
COC(=O)C[C@H]1c2cc(C(F)(F)F)ccc2S(=O)(=O)N1C1CCCC1,0.03
Cc1cccc2sc(NNC(=O)C3COc4ccccc4O3)nc12 (stereo unspecified),-0.13
O=C1NC[C@H](c2ccccc2)N(CCc2cccc(F)c2)C1=O,0.094
O=C1C=CC[C@H](/C=C/C[C@@H](O)C[C@H](O)CCc2ccccc2)O1,-0.3
C=CCN1c2ccccc2[C@]23C[C@@H](C(=O)OC)N(C(=O)c4ccco4)C2=NC(C(=O)OC)=C(C(=O)OC)[C@H]13,-0.37
COc1cccc(C2=CC(=O)CCC2)c1OC,-1.3
COc1cc(NC(=O)c2ccnc(N)c2)cc(C(=O)Nc2cccc(C(F)(F)F)c2)c1,0.6
COc1ccc(C2/C=C\CN(C(=O)c3ccc(C)cc3)[C@H](Cc3ccccc3)C(=O)N2Cc2ccc(F)cc2)cc1 (stereo partly specified),0.47
CCN(CC)CCC(c1ccc2c(c1)OCO2)c1c(O)cc(OC)cc1OC (stereo unspecified),-0.4
O=c1cc(-c2ccccc2Cl)oc2c([N+](=O)[O-])c(O)cc(O)c12,-2.3
CCCCCCN(C(=O)CCCCCN1C(=O)NC(c2ccc(-c3ccccc3)cc2)C(C(=O)OCc2ccccc2)=C1C)C(C(=O)NCCCC)c1ccc(-c2ccccc2)cc1 (stereo unspecified),-1.2
C=CCOC(=O)C1=C[C@H](C2CC2)[C@@H](CCCO)[C@H](OCC)O1,-0.82
CCOC(=O)N1CCN(S(=O)(=O)c2ccc(C(=O)NNc3nc4c(C)cccc4s3)cc2)CC1,1.8
CCOc1c2ccoc2nc2c(OC)c(OC)ccc12,2.6
O=C(C1=C[C@@H](c2ccc(Br)cc2)C[C@@H](OCCCCO)O1)N1CCN(Cc2ccccc2)CC1,0.43
# Further structures.
SMILES,hDAT+cocaine
C[C@]12C[C@H](O)[C@H]3[C@@H](CCC4=CC(=O)CC[C@@]43C)[C@@H]1CC[C@@H]2C(=O)CO,0.96
NC(=O)CC(NC(=O)Cc1cccc2ccccc12)c1ccc(NCc2ccc(F)c(F)c2)c([N+](=O)[O-])c1 (stereo unspecified),-0.033
COc1ccc(C[C@H]2CN3C(=NC[C@@H]3Cc3ccc(O)cc3)N2C[C@H](C)NC(=O)CCC2CCCCC2)cc1,0.069
CCCCC1=CC2=CC(=O)C(C)(OC(=O)CC)C(=O)C2=CN1CCc1ccccn1 (stereo unspecified),-1.1
COCCNC(=O)c1onc(CSc2cc(C)cc(C)c2)c1C(=O)NCCOC,1.1
CC1CCc2c(sc3ncnc(NCCN4CCOCC4)c23)C1 (stereo unspecified),-0.22
NC(N)=Nc1nc(CSCC/C(N)=N/S(N)(=O)=O)cs1,-0.17
COc1ccc([C@@H]2C[C@@H](c3ccccc3)Oc3cc(C)cc(C)c32)cc1,-0.035
CC(=O)N1[C@H](Cc2ccccc2)C=C[C@]1(C)C(=O)NCCc1c[nH]c2ccccc12,1.2
O=c1[nH]cnc2ccccc12,0.026

# Retrieved one by one from above (5):
SMILES,hDAT+cocaine
COc1ccc([C@@H]2C[C@@H](c3ccccc3)Oc3cc(C)cc(C)c32)cc1,-0.035
COCCNC(=O)c1onc(CSc2cc(C)cc(C)c2)c1C(=O)NCCOC,1.1
COc1ccc(C[C@H]2CN3C(=NC[C@@H]3Cc3ccc(O)cc3)N2C[C@H](C)NC(=O)CCC2CCCCC2)cc1,0.069
C[C@]12C[C@H](O)[C@H]3[C@@H](CCC4=CC(=O)CC[C@@]43C)[C@@H]1CC[C@@H]2C(=O)CO,0.96
CCCCC1=CC2=CC(=O)C(C)(OC(=O)CC)C(=O)C2=CN1CCc1ccccn1 (stereo unspecified),-1.1

# Three entries from above, sorted by count of non-hydrogen atoms, high to low.
SMILES,hDAT+cocaine
COc1ccc(C[C@H]2CN3C(=NC[C@@H]3Cc3ccc(O)cc3)N2C[C@H](C)NC(=O)CCC2CCCCC2)cc1,0.069
NC(=O)CC(NC(=O)Cc1cccc2ccccc12)c1ccc(NCc2ccc(F)c(F)c2)c([N+](=O)[O-])c1 (stereo unspecified),-0.033
CC1CCc2c(sc3ncnc(NCCN4CCOCC4)c23)C1 (stereo unspecified),-0.22
